Assay outcomes deposited in PubChem BioAssay by National Center for Advancing Translational Sciences (NCATS).
HEK293 tox = cytotoxicity in counter-screen for GLP-1R inverse agonists; 410,000 tested, 0.13% active; HEK293 cAMP-luciferase reporter cells, luminescence, 24 h; Potency, µM (series often up to 38.3 µM), without a hit: at the top dose activity change, negative = inhibition, hits mostly inhibitors;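 also: loss of luciferase light is scored as toxicity; potency is read from the fitted curve at half-maximal effect; % is scaled to controls: 0 for no effect and ±100 for the full control effect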
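Cells in DMEM/10% Nu serum/1% pen-strep, 1536-well format. Pre-incubated 12 h, dosed with 23 nL compound, incubated a further 24 h. Luciferase detection, 12 min at room temp, luminescence.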
PI5P4K alpha inh = blocks human PI5P4K alpha kinase activity; 330,000 tested, 1.2% active; PI5P4Kalpha enzyme, ADP-Glo luminescence, 60 min; hits give low values; max response, %; AID 652105; active = max response of -50% or lower; inconclusive = between -30% and -50%; inactive = -30% or higher; also: value at the top dose of about 77 µM; % is scaled to controls: 0 for no effect and ±100 for the full control effect
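Single end-point luminescence (ADP-Glo) quantified ADP from PI5P4Kalpha turnover; ATP 5 microM final, 1 h at RT, 0.1% CHAPS and 0.28 mM EGTA in HEPES pH 7.4.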
PLK1 PBD block = inhibitors of human PLK1 polo-box domain binding. 360,000 tested, 2.8% active. Potency, µM, without a hit: max response, negative = inhibition, hits mostly inhibitors. Plk1 PBD binding of FITC phosphopeptide, fluorescence polarization. AID 720504; also: potency is read from the fitted curve at half-maximal effect; series mostly up to about 57 µM; % is scaled to controls: 0 for no effect and ±100 for the full control effect; nearly all actives have a fitted effect of over 65% in size
IL2 activator = IL-2 activation; IL-2 activation reporter assay, cell-based qHTS; stimulated with anti-CD3/CD4/CD28 beads; in transgenic mouse T cells; activation, % (series mostly up to about 46 µM); 360,000 tested, 0.065% active; AID 652025; in the data active = activation above about 50%; inconclusive = mostly about 30% to 49%; also: 0% is about no effect
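Screening format: compound pinned onto unstimulated transgenic mouse T cells, 60 min incubation, then anti-CD3/anti-CD4/anti-CD28 bead stimulation for 18 hours at 37 degrees C, followed by EGFP and DsRed detection.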
PTHR1 ag = activates the human parathyroid hormone receptor PTHR1; HEK293 GP2 PTHR1 cells, GloSensor cAMP luminescence, 1 h; 410,000 tested, 0.075% active; Potency, µM (highest dose often 115 µM), without a hit: at the highest dose activation, actives largely listed as activators; also: potency is read from the fitted curve at half-maximal effect; nearly all actives have a fitted effect of over 55% in size; some results filed as inactive show a strong effect at the top dose; inactives centre near -15; many of its hits are not listed in these tables
Target sequence (Q03431 whole entry, looked up): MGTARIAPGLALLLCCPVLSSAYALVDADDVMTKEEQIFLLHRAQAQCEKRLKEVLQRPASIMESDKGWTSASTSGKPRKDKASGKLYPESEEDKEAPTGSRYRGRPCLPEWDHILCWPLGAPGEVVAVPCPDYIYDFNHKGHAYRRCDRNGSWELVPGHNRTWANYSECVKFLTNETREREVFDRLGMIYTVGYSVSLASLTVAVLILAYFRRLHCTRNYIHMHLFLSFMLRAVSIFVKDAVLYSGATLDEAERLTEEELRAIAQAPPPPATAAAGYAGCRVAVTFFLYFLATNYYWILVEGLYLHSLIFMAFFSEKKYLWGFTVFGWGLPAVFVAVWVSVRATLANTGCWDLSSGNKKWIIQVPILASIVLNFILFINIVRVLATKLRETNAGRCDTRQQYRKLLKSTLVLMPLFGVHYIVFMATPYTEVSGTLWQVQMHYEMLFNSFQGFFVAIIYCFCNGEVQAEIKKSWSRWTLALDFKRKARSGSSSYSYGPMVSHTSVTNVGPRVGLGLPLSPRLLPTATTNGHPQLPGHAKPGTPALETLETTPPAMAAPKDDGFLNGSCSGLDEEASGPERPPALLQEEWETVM
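HEK-293-derived GP2 cells expressing PTHR1 and a GloSensor cAMP reporter, 3,000/well, plated overnight, given luciferin plus IBMX (each 0.5 mM as added) for 1 h at 37 °C, then compound for 1 h at 37 °C. Luminescence was read after 15 min at room temperature.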
EPAC1 ag = activates human EPAC1 exchange factor; O95398; EPAC1 agonist qHTS, biochemical assay; response scale: 100% = response to 6.5 mM cAMP; Potency, µM (top dose mostly 154 µM), without a hit: at the highest dose activation, actives largely listed as activators; 360,000 tested, 0.073% active; AID 720707; also: potency is read from the fitted curve at half-maximal effect; nearly all actives have a fitted effect of over 60% in size
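EPAC1 100 nM, Rap1B–BODIPY-GDP 250 nM, unlabeled GDP 50 uM; compound titration; 5 min RT; kinetic read ex480/em540 at 5-min intervals ×30 min; data normalized to 6.5 mM cAMP agonist control.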
GLP1R ag = GLP-1 receptor (human) agonism; P43220; HEK293 GLP-1R CRE-luciferase, luminescence, 4-6 h; cells express a hypersensitive GLP-1R form; Potency, µM (doses to about 45.6 µM), for the others: at the highest dose activation, usual class: activators; 380,000 tested, 0.007% active; AID 624172; also: potency is read from the fitted curve at half-maximal effect; % of control where 0% means no effect
Target sequence (P43220 whole entry, looked up): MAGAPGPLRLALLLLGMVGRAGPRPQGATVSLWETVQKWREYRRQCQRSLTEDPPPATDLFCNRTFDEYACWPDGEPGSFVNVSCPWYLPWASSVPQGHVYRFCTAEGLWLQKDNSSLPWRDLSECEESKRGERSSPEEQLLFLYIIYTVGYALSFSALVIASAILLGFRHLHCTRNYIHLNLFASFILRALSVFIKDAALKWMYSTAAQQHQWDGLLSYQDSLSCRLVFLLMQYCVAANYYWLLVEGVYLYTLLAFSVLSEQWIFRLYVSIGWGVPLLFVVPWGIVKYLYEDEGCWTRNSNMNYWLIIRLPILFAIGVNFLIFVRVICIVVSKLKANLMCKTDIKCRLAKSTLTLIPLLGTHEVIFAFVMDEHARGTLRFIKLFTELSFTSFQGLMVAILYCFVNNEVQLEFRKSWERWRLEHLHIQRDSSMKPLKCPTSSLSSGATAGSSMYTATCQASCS
GLP-1R inv ag = acts as inverse agonist at human GLP-1 receptor | 410,000 tested, 1.6% active | Potency, µM (top dose mostly 38.3 µM), for inactives: at the highest dose activity change, negative = inhibition, most hits filed as inhibitors | AID 624417 | P43220 | HEK293 GLP-1R CRE-luciferase, luminescence, 24 h; GLP-1R form is constitutively active; also: potency is read from the fitted curve at half-maximal effect; % is scaled to controls: 0 for no effect and ±100 for the full control effect; nearly all actives have a fitted effect of over 55% in size
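GLP-1R inverse agonism mode: basal reporter luminescence in engineered HEK293 cells measured after one day of compound exposure at 37 deg C, with a 12 min room-temperature detection step.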
EPAC1 antagonist = EPAC1 (human) antagonism | O95398 | EPAC1 GEF assay, Rap1b-BODIPY-GDP exchange fluorescence | Potency, µM (doses to about 115 µM), for inactives: at the top dose activity change, negative = inhibition, most hits filed as inhibitors | 360,000 tested, 0.14% active | AID 720709;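 also: potency is read from the fitted curve at half-maximal effect; plate controls were vehicle for no effect and positive control for full effect; nearly all actives have a fitted effect of over 50% in size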
Starred values were filed as active, the others as inactive; i = inactive; ? = inconclusive; . = no result given; [ ] = dose if it differs, or a comment. Unless noted, calls follow the shape of the dose curve; as a rule, active = well fitted curve in the direction sought with a large enough effect; inconclusive = small, poorly fitted or top-dose-only effect, or another doubt; inactive = no such curve, though single readings can be large; an effect the other way counts as inactive or inconclusive.

SMILES | HEK293 tox | PI5P4K alpha inh | PLK1 PBD block | IL2 activator | PTHR1 ag | EPAC1 ag | GLP1R ag | GLP-1R inv ag | EPAC1 antagonist
O=C(N[C@@H](Cc1c[nH]c2ccccc12)C(=O)O)c1ccc(Cl)cc1 | -13% | 1 | 4% | 4.2 | 1% | 2% | 0% | 8% | -15%
CCCN1CCCc2cc(CN)ccc21 | 49%[activator] | . | 19µM* | -1.0 | -45%[inhibitor][57.5 µM] | 7% | -9% | 5% | -8%
CNC(=O)c1cccn1-c1ccsc1C(=O)OC | -3% | ? | 3.8µM* | -0.5 | i | 2% | 1% | 0% | 1%
Cc1ccc(S(=O)(=O)NCc2ccccc2)cc1C(=O)NCc1ccccn1 | -8% | -2 | 2% | -3.4 | -15% | -8% | -2% | 11% | 10%
CC(=O)Nc1ccc(S(=O)(=O)Oc2cccc(/C=N/N=C3/NC(=O)C(CC(=O)O)S3)c2)cc1 (stereo not drawn) | -5% | -27 | ? | -3.6 | -6% | 5% | 0% | 4% | 1%
O=C(COc1ccccc1)NCC(=O)N/N=C/c1cc(Br)ccc1OCc1ccccc1 | ? | 2 | -8% | -3.1 | 8% | 11% | 7% | ? | -30%
C/C(=N/NS(=O)(=O)c1ccc(Cl)cc1)c1ccc2c(c1)OCO2 | 1% | -2 | 3% | 0.2 | -3% | 7% | -2% | 6% | 9%
COC(=O)c1ccccc1NC(=O)c1ccc2c(c1)C(=O)N(Cc1ccco1)C2=O | -3% | 5 | 1% | 0.8 | i | 13% | -17% | 11% | -9%
O=C(O)c1ccc(N=NN2CCCCC2)cc1 | 2%[7.66 µM] | -2 | -6% | 0.9 | -14% | 11% | 0% | 30%[activator][7.66 µM] | -20%
COc1ccccc1NC(=O)Cc1nn(C)c(=O)c2ccccc12 | 3% | . | -3% | -1.2 | -30% | 3% | -5% | 46%[activator] | 8%

Continued, starting with the last 2 of the part before.
SMILES | HEK293 tox | PI5P4K alpha inh | PLK1 PBD block | IL2 activator | PTHR1 ag | EPAC1 ag | GLP1R ag | GLP-1R inv ag | EPAC1 antagonist
O=C(O)c1ccc(N=NN2CCCCC2)cc1 | 2%[7.66 µM] | -2 | -6% | 0.9 | -14% | 11% | 0% | 30%[activator][7.66 µM] | -20%
COc1ccccc1NC(=O)Cc1nn(C)c(=O)c2ccccc12 | 3% | . | -3% | -1.2 | -30% | 3% | -5% | 46%[activator] | 8%
COc1ccc(Cn2cc(CN3CC(N4CCN(Cc5ccccc5F)CC4)CS3(=O)=O)nn2)cc1 (stereo not drawn) | 3% | 2 | -1% | -0.9 | -48%[inhibitor] | -10% | 10% | 7% | -13%
CNC(=S)NN(C)c1nc(C)cc(C)n1 | 0% | -4 | -8% | -0.8 | -17% | 0% | -6% | 8% | 7%
CCCCCc1ccc(-c2cn(Cc3ccc([N+](=O)[O-])cc3)nn2)cc1 | -9% | 0 | 0% | -0.4 | -4% | -14% | -3% | -2% | -13%
C=CCSc1nc2c(cc1C#N)CCC2 | 0% | . | -6% | 0.7 | -25%[57.5 µM] | 5% | 10% | 4% | 0%
O=C(c1cccc([N+](=O)[O-])c1)N1CCN(C(=O)c2ccco2)CC1 | 1% | 0 | -8% | -0.7 | i | 4% | 6% | -1% | 3%
CCc1nc2ccc(C(=O)NCc3ccc4c(c3)OCO4)cn2c1N(CCC(C)C)CCN(C)C | ? | 6 | -7% | -0.6 | 8% | 0% | -7% | ? | 1%
O=C(CSc1nc2ccccc2n1S(=O)(=O)c1ccccc1)N1CCCCC1 | -25% | 3 | 0% | -0.2 | i | 3% | -22% | 20% | 7%
CC(C)(C)NS(=O)(=O)c1ccc(/C=C/C(=O)O)cc1 | -2% | 1 | 1% | 1.3 | -5% | -6% | 2% | 12% | 2%
Clc1cccc2sc(-c3nnc(-c4ccccc4)o3)c(Cl)c12 | 12% | 14 | -5% | 2.3 | -4% | -10% | -2% | 0% | 2%
COc1cccc(N(CC(=O)NC2CCCCC2)C(=O)CCC(=O)Nc2nccs2)c1 | -21% | -5 | ? | -0.7 | 1% | -1% | 9% | 5% | 14%
N#Cc1c(Nc2ccc(F)cc2)sc(C(=O)c2ccc(F)cc2)c1N | -6% | . | -9% | -2.3 | -2%[57.5 µM] | -2% | 21% | 5% | 1%
O=C(c1ccc(-c2ccc([N+](=O)[O-])cc2)o1)N1CCCCC1 | -21% | -7 | -11% | 0.7 | -47%[inhibitor] | -8% | 17% | 2% | -5%
CC(C)(C)[C@H]1COC(=O)[C@@H](Cc2ccc(F)cc2)C/C=C\C[C@@H](CC(=O)N[C@H](CO)Cc2ccccc2)C(=O)N1 | 5% | 4 | 0% | -0.9 | -75%[inhibitor] | -1% | -1% | ? | 6%
CCOC(=O)c1c(NC(=O)CN2CCN(C(=O)C3CCCO3)CC2)sc(C)c1C (stereo not drawn) | -4% | 5 | -4% | -3.0 | -47%[inhibitor] | 3% | 11% | 29% | 23%
COC(=O)c1n[nH]nc1-c1ccccc1 | -17% | -4 | -4% | -3.4 | i | 7% | -2% | 5% | -1%
CC1(C)COC(Cc2ccccc2)=N1 | -20% | -11 | -2% | -2.6 | i | 2% | 4% | 2% | 13%
Cc1nn(Cc2ccccc2)c(C)c1CNC(=O)CN=C1NS(=O)(=O)c2ccccc21 | -1% | 3 | -3% | -0.2 | -10% | 3% | -4% | 13% | -17%
COc1ccc(Nc2nc(N)nc(CN3CCc4ccccc4C3)n2)cc1 | -13% | -4 | ? | 1.6 | i | -10% | 9% | 4% | -20%
CC1ON=C(c2ccccn2)N(Cc2ccc(S(C)(=O)=O)cc2)C1=O (stereo not drawn) | 1% | -1 | 2% | -0.6 | -16% | 1% | 7% | 13% | -13%
Oc1c(Br)cc(Br)cc1/C=N/c1nccs1 | 10% | -55* | 30µM* | 0.7 | -29% | -9% | -2% | ? | 7%
COc1ccc(NS(=O)(=O)c2cccc(N/C(=N\S(=O)(=O)c3ccccc3)c3ccc(F)cc3)c2)cc1 | -14% | 5 | -7% | -5.7 | -58%[inhibitor] | 9% | 1% | ? | 6%
CCOc1ccc(S(=O)(=O)NCc2ccncc2)cc1NC(=O)c1ccccc1F | -2% | 5 | -27% | 0.2 | -6% | -2% | 9% | 9% | -21%
Cc1nn2c3c(cnc2c1-c1ccc(Cl)cc1)C(=O)CC(c1ccc(C(C)C)cc1)C3 (stereo not drawn) | 4% | . | . | . | i | . | 0% | 11% | .
CCc1cc(OCCCSc2nc(C)cc(=O)[nH]2)ccc1Cl | 6% | . | -23% | -1.2 | -40% | 12% | 24% | 39%[activator] | -2%
COc1ccc(C(=O)Nc2ccc(S(=O)(=O)NC(C)C)cc2)cc1 | 0% | . | 1% | 0.1 | -29% | -11% | 8% | 3% | 4%
CN(C(=O)COC(=O)c1ccccc1SCC(=O)N1CCCC1)C1CCS(=O)(=O)C1 (stereo not drawn) | -8% | 9 | -8% | -3.7 | i | 3% | -8% | 18% | 0%
Cc1nnsc1C(=O)Nc1cccc(Cl)c1Cl | -8% | -1 | -6% | 0.5 | i | -7% | 5% | 0% | 3%
CN(C)c1ccc(CNC(=O)CC[C@H]2O[C@@H](n3cnc4c(NC(=O)c5ccccc5)ncnc43)[C@H](O)[C@@H]2O)cc1 | -1% | -2 | 0% | 0.5 | i | -10% | -3% | 4% | 4%
O=C(NNC(=S)NCc1ccco1)c1ccccc1Br | -3% | -8 | -1% | -1.7 | i | -4% | 2% | ? | 6%
COc1cc(C)ccc1OCC(=O)Nc1ccc2c(c1)OCO2 | 0% | -11 | -4% | -0.3 | -7% | -6% | -2% | 13% | 0%
CCN(CC)S(=O)(=O)c1ccc(/C=C/C(=O)OCC(=O)NC(=O)C2COc3ccccc3O2)cc1 (stereo not drawn) | 0% | 6 | 0% | -0.7 | -39%[inhibitor] | 5% | 5% | 3% | -3%
O=C(O)Cn1nc(C(F)(F)F)c2c1CCCC2 | -4% | 0 | 3% | 3.7 | -19% | 1% | -1% | 6% | 3%
COc1cc2cccc(OC)c(=O)c2c(O)c1OC | -14% | 1 | -4% | -2.1 | -4% | -8% | 24% | 167%[activator] | -11%
Cc1sc2ncnc(OCC(=O)N3CC(=O)Nc4ccccc43)c2c1C | -4% | -8 | 4% | 4.7 | i | 0% | 4% | 2% | -15%
COc1ccccc1C(=O)COC(=O)c1cccs1 | 9% | 6 | 2% | 0.4 | -13% | 0% | -2% | ? | -8%
CC(=O)Nc1ccc(-c2ccnc3c2CC(C)(C(=O)NCc2cccc(Cl)c2)O3)cc1 (stereo not drawn) | -21% | -3 | 4% | -0.3 | -31% | -4% | -1% | -21% | -7%
CC(=O)c1sc(NC(=O)c2ccc3c(c2)OCO3)nc1C | -17% | -9 | -12% | -3.0 | -27% | 5% | -2% | 26% | -3%
COc1cccc(NC(=O)Nc2nnc(CC(=O)Nc3ccccc3)s2)c1 | 3% | 2 | -2% | -0.2 | -23% | -12% | 0% | ? | -9%
CCOC(=O)CCN | 18% | -2 | -6% | 0.6 | -12% | 2% | 0% | -3% | -1%
O=C(NCc1ccc2c(c1)OCO2)c1cccnc1Cl | -5% | -5 | 3% | 0.2 | -20% | -7% | -3% | 7% | 11%
CCC1CCCCN1C(=O)COc1cccc2c1CCN(C)C2=O (stereo not drawn) | 3% | -7 | 2% | 1.1 | -18% | 0% | 2% | 3% | -21%
CC(=O)NC(C)(c1ccccc1)c1nc(-c2ccncc2)cs1 (stereo not drawn) | 2% | -6 | -3% | 2.9 | i | -4% | 0% | 9% | 7%
Cc1ccccc1CCNC(=O)Cn1ccc2cc(S(=O)(=O)N3CCCC3)ccc21 | 9% | -2 | -22% | -1.9 | -40%[inhibitor] | 15% | -4% | ? | 2%
CCCN1C(=O)/C(=C/C=C2\N(CC)c3ccccc3C2(C)C)SC1=S | 7% | 4 | 0% | 1.7 | i | 22% | -11% | ? | 17%

The list is partial, so the mix of outcomes need not match the whole.
